Compound activity: PubChem, National Center for Advancing Translational Sciences (NCATS)
ALOX12 inh: inhibitors of human 12S-lipoxygenase ALOX12; purified 12hLO, xylenol orange hydroperoxide absorbance; Potency, µM (titrated, usually from 108 µM), without a hit: at the highest dose activity change, negative = inhibition, actives largely listed as inhibitors; hit rate 1.1% among 580,000; active = well fitted inhibition curve with a large enough effect; inconclusive = small, poorly fitted or top-dose-only effect, or another doubt; inactive = no such curve, though single readings can be large or run the other way
Target sequence (P18054 whole entry, looked up): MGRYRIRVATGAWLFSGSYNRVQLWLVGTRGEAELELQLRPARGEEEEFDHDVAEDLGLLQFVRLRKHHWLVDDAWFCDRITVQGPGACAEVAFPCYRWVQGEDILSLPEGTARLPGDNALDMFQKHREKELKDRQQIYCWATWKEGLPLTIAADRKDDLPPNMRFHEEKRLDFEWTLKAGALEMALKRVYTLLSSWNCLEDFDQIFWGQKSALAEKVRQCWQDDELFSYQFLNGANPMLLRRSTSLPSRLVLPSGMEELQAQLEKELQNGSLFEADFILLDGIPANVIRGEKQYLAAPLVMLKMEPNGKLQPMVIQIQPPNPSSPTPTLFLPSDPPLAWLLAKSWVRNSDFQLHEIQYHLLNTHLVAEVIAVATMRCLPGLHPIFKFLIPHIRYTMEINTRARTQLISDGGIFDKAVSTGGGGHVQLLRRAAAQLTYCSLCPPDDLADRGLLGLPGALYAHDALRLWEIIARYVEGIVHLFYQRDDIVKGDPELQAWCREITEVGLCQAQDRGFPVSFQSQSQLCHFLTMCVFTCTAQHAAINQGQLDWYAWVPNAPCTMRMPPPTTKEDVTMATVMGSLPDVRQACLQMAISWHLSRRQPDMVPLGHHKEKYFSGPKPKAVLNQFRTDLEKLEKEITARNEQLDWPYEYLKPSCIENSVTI
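Hydroperoxide product was detected by ferrous iron/xylenol orange as the 573 to 405 nm absorbance ratio. Arachidonic acid at 40 uM (final) was turned over for 30 min at room temperature by 150 nM human 12hLO, pH 7.0 Hepes buffer, after 15 min compound preincubation.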
Numbers without * were called inactive; ? = inconclusive; & = joins results of further samples; [ ] = remark or other dose. % is scaled to controls: 0 for no effect and ±100 for the full control effect; potency is read from the fitted curve at half-maximal effect.

molecule	ALOX12 inh
CC#CC(=O)N[C@H]1CC[C@@]23CCCN2C(=O)CCC[C@H]3[C@H]1Cc1ccccc1	1%
Cc1nc(C(=O)N2CCC(c3n[nH]c(=O)n3Cc3ccccc3)CC2)c(C)o1	-23%
Cc1cccc(Cn2nc3n(c2=O)CCCCC3)c1	15%
COCCNC(=O)Cn1cc(S(=O)(=O)Cc2ccccc2)c2ccccc21	-1%
Cc1ccc(-c2nnc3ccc(N4CCN(Cc5ccccc5)CC4)nn23)nc1	15%[176 µM]
COC1CCN(C(=O)C2(C)CN(Cc3ccccc3)Cc3ccc(Nc4ccccc4)nc32)CC1 (stereo not drawn)	?
COc1ccc(S(=O)(=O)N(C)Cc2nc(-c3ccc(OC(F)(F)F)cc3)no2)cc1	39%[activator]
CCc1noc(-c2cccn3c(CNC(=O)COc4ccccc4)nnc23)n1	66%[activator]
COc1cccc(N2CCN(C(=O)CCC[C@@H]3[C@H]4CCCN5CCC[C@@H](CN3C)[C@@H]45)CC2)c1	-10%
CCCN1C(=O)c2n[nH]c(C)c2C1c1ccc2c(c1)OCO2 (stereo not drawn)	9%
CCCOc1nc2ccccc2nc1N1CCC(C(=O)Nc2ccccc2F)CC1	9%
O=C(C(=O)N1CCc2ccccc2C1)N1CCc2ccccc2C1	-2%
O=C(Nc1c(-c2ccccc2)nc2sccn12)c1ccc(S(=O)(=O)N2CCOCC2)cc1	-13%
Cc1ccc(S(=O)(=O)NCCc2ccc(S(N)(=O)=O)cc2)c(C)c1	9%
CC(c1cccs1)N(C)Cc1cccc2ccccc12 (stereo not drawn)	11%[176 µM]
Fc1ccc(-c2cc(CC3(NCc4ccccc4F)COC3)no2)cc1	13%[176 µM]
Cn1ncc(N2CCCC(CC(=O)NCc3cc(F)cc(F)c3)C2)cc1=O (stereo not drawn)	9%
CNC(=O)[C@@H]1CN(C(=O)Cc2cc(C)no2)C[C@H]1COC	48%[activator]
CC(C)c1nccn1CCCNC(=O)c1ccc(-c2ccc(F)cc2)nc1	38%[activator]
Cc1ccc(C(=O)Nc2cc(-c3nc4ccccc4s3)ccc2C)cc1	-34%
CC(C)Cc1cc(C(=O)N2CCC(n3cc(-c4ccccn4)nn3)CC2)on1	14%
O=C(CSc1ncnc2nc[nH]c12)Nc1ccccc1Cl	25%
CC(C)NC(=O)N[C@H]1C[C@H]2C(=O)NC[C@@H](CCC(=O)NC3CC3)N2C1	30%[176 µM]
CN(Cc1ccc(C(=O)NCC(F)(F)F)cc1)C(=O)C1CCCN(C(=O)c2ccc(Cl)cc2)C1 (stereo not drawn)	?
CCOc1ccc(NC(=O)CCS(=O)(=O)c2ccc3c(c2)CCN3C(=O)CC)cc1	13%
COc1cccc2[nH]c3c(N4CCN(Cc5ccc6c(c5)OCO6)CC4)ncnc3c12	2%
CC(C)(C)NC(=O)CN1CCN(C(=O)c2cc3cc(F)ccc3[nH]2)CC1	22%
CCCCCCCNCc1ccc(C)s1	?
O=C(C[C@H]1CC[C@H]2[C@@H](COC[C@@H](O)CN2C(=O)c2cnccn2)O1)NCc1ccc(Oc2ccccc2)cc1	?
O=Cc1ccc(-c2ccc(I)cc2Cl)o1	?
Cc1[nH]cnc1C(=O)N1CCC2(CC1)NC(=O)CC2C(=O)O (stereo not drawn)	7%
C=CCN=C1NC(c2ccc(C(F)(F)F)cc2)C(C(=O)OC)=C(C)N1C (stereo not drawn)	?
CN1CCN(Cc2cn(Cc3ccccc3)nc2-c2ccc3c(c2)OCO3)CC1	5%
Cc1cc2nc(/C(C#N)=C/c3ccccc3)[nH]c2cc1C	-21%
Cc1ccc(-c2cc(C(=O)O)c3cccc(Cl)c3n2)o1	?
C=CCCC(CN1CCCC1)Oc1cc(N2CCOCC2)ncn1 (stereo not drawn)	22%
COc1ccc(C2(C(=O)NC3CCc4n[nH]c(=O)n4CC3)CCCCC2)cc1 (stereo not drawn)	9%
COc1cc(-c2onc(C)c2C(=O)NCCCSC)cc(OC)c1OC	59%[activator]
COc1cccc(C(=O)Nc2oc3ccc(Cl)cc3c(=O)c2-c2ccccc2)c1	?
CCNc1ncc2nc(-c3cccc(C#N)c3)c(=O)n(CCC#N)c2n1	0%
Cc1cc(O)c(C(=O)c2cccs2)c(=O)o1	19%
CCN(CC)C(=O)C(NC(=O)c1ccc(OC)cc1)C1CCN(C(=O)c2ccc(F)cc2)CC1 (stereo not drawn)	26%
COC(=O)C1=C(C)N(Cc2ccccc2C(F)(F)F)C(=NCC2CC2)NC1c1cccc(Cl)c1 (stereo not drawn)	-22%
COCCN1C(=O)[C@H]2CN(Cc3ccccc3Cl)C[C@H]2C1=O	32%[activator]
O=C1CCc2cc(S(=O)(=O)NCc3ccccc3Cl)cc3c2N1CCC3	-15%
O=C(Cn1ccn2nc(-c3ccc(F)cc3)c(CO)c2c1=O)Nc1ccc(Cl)cc1F	8%
CC(C)(C)NS(=O)(=O)c1cccc(NC(=O)c2ccc(NC(=O)C3CC3)cc2)c1	18%
O=C(CCc1ncc(-c2ccc(F)cc2)o1)N1CCN(S(=O)(=O)c2ccc(F)cc2F)CC1	16%
CN1C(=O)CCC2(CNC(=O)c3cnccn3)CCC=C12 (stereo not drawn)	11%
CC(C)Cn1ccc2c(NC(=O)C[C@H]3NC(=O)c4ccccc4NC3=O)cccc21	?
CNC(=O)[C@@H]1CNC[C@H]1C1CCN(C)CC1	6%
Cc1[nH]c2ccccc2c1/C=C/c1nc2ccccc2c(=O)n1C	?
O=C(NCc1ccc(F)cc1)c1ccc[n+]([O-])c1	9%
COCc1nc(C2CCCN(C(=O)NCC(C)C)C2)no1 (stereo not drawn)	7%
C[n+]1ccc(/C=C/c2ccc3ccccc3c2)cc1	0%
COc1ccc(CN2C[C@H](Sc3nc4ccccc4[nH]3)C[C@H]2C(=O)N(C)C)c2ccccc12	11%

Compounds listed so far containing two or more sulfur atoms:
molecule	ALOX12 inh
O=C(Nc1c(-c2ccccc2)nc2sccn12)c1ccc(S(=O)(=O)N2CCOCC2)cc1	-13%
Cc1ccc(S(=O)(=O)NCCc2ccc(S(N)(=O)=O)cc2)c(C)c1	9%

By substructure: those above containing a CF3 group.
molecule	ALOX12 inh
COc1ccc(S(=O)(=O)N(C)Cc2nc(-c3ccc(OC(F)(F)F)cc3)no2)cc1	39%[activator]
CN(Cc1ccc(C(=O)NCC(F)(F)F)cc1)C(=O)C1CCCN(C(=O)c2ccc(Cl)cc2)C1 (stereo not drawn)	?
C=CCN=C1NC(c2ccc(C(F)(F)F)cc2)C(C(=O)OC)=C(C)N1C (stereo not drawn)	?
COC(=O)C1=C(C)N(Cc2ccccc2C(F)(F)F)C(=NCC2CC2)NC1c1cccc(Cl)c1 (stereo not drawn)	-22%

Carrying on:
molecule	ALOX12 inh
O=C1/C(=C/c2ccc(Cl)cc2Cl)C(c2ccccc2)Oc2ccccc21 (stereo not drawn)	-3%
CN(C)c1ccc(-c2nn3c(CN4CCCCC4)nnc3s2)cc1	?
O=[N+]([O-])c1cccc2ncc(Cl)cc12	-27%
COc1ccc(CCn2c(N3CCN(CCO)CC3)nc3c2c(=O)[nH]c(=O)n3C)cc1	-18%
CCOC(=O)C1CCN(C(=O)c2ccc(-c3ccc(N4CCCCCC4)nc3)cc2)CC1	-27%
CCC1CN(CCNC(=O)c2cccnc2C)Cc2cc(OC)ccc2O1 (stereo not drawn)	-1%
CCc1cccc(NC(=O)Cn2c(COc3ccc(OC)cc3)nc(C)c(CCO)c2=O)c1	18%
COc1ccc(CNCc2ccc(C)s2)cc1OCC(O)CN1CCCCC1 (stereo not drawn)	0%

Looked up above:
CCC1CN(CCNC(=O)c2cccnc2C)Cc2cc(OC)ccc2O1 (stereo not drawn) @ ALOX12 inh = -1%
O=C1/C(=C/c2ccc(Cl)cc2Cl)C(c2ccccc2)Oc2ccccc21 (stereo not drawn) @ ALOX12 inh = -3%

New compounds follow:
molecule	ALOX12 inh
CCN1C(=O)C2(CCN(S(=O)(=O)c3ccc(C)c(Cl)c3)CC2)c2ccccc21	-4%
CCS(=O)(=O)N1CCC(F)(c2nc(-c3ccccc3)no2)CC1	16%
O=C(Sc1ccc(Cl)cc1)c1ccccc1F	-27%
O=C(c1ccccc1)N1CCn2c(nnc2-c2ccccc2)C1	73%&14%[activator][176 µM]
COC(=O)[C@]12C[C@H](CC(=O)NCCC(C)C)C(=O)N(CCC3=CCCCC3)C1=C[C@H](C(C)C)O[C@@H]2C1CC1	0%
O=C(O)c1cccc(-c2cnc3ccccc3c2)c1	6%[12.5 µM]
CC1CCN(c2c(S(=O)(=O)c3ccccc3)cnc3cc4c(cc23)OCCO4)CC1	-25%
Cc1nn(CC(C)C)c2sc(C(=O)N3CCN(S(=O)(=O)c4ccc(F)c(Cl)c4)CC3)cc12	?
CCc1ccccc1NC(=O)COC(=O)c1ccc2ccccc2n1	-20%
CCOC(=O)c1cn(C2CN(S(=O)(=O)c3cccc(F)c3)C2)nn1	24%
O=C(NCCc1ccccc1)c1cc2n(n1)CC(c1ccc(Cl)cc1)OC2 (stereo not drawn)	?
COC(=O)c1ccc(C(=O)OCc2cccc(C(=O)OC)c2)cc1	13%
Cc1cc(C(=O)N2C[C@@H](CO)[C@H](c3ccncc3)C2)c(C)o1	17%
CCn1cc2c3c(cccc31)CN(C(=O)CC(C)(C)C)CC2	9%
CCN1CCCC1CNC(=O)C1CCCC1 (stereo not drawn)	?
O=Cc1cccn1-c1cc(Cl)ccc1Cl	-21%
COc1cccc(Nc2ncc3c(n2)C(C)(C(=O)NCC2CC2)CC3)c1 (stereo not drawn)	-20%[176 µM]
COCCn1cnnc1SC(C)C(=O)c1ccc(F)cc1 (stereo not drawn)	?
Cc1ccc(-c2cc(C(=O)Nc3cccc(C#N)c3)c3ccccc3n2)o1	7.1µM*
O=C([C@@H]1C[C@@H](c2ccc(F)cc2)N([S+](=O)([O-])c2cccnc2)C1)N1CCOCC1	-24%[176 µM]
CCc1ccc(NC(=O)c2ccc(Cn3ccn4nc5c(c4c3=O)CCCC5)cc2)cc1	35%[activator]
Cc1ccc(Nc2nnc(-c3ccc(C)c(S(=O)(=O)NC(C)(C)CO)c3)c3ccccc23)c(C)c1	?
Cc1ccc(-c2cc(C(=O)O)c3cc(C)ccc3n2)c(C)c1	0%
CC(C)N1CCOC[C@H]1c1ncc(-c2ccc(OC(F)(F)F)cc2)[nH]1	27%[176 µM]
Cc1cccc(-n2nc(C)c(CCC(=O)N3CCSCC3)c2Oc2ccc(F)cc2F)c1	?
CCOC(=O)CCNC(=O)N1CCCCCCNC(=O)[C@@H]2C[C@@H](c3nc(-c4cccnc4)no3)C[C@@H]21	52%[activator]
O=C1Nc2ccccc2OCC12CCN(Cc1ccccc1C(F)(F)F)CC2	13%
CN(C(=O)c1ccnc(-c2nnc3ccc(N4CCOCC4)nn23)c1)c1ccccc1	32µM*
Cn1c(Cn2ccnc2)nnc1C1CCCN(C(=O)c2sccc2N)C1 (stereo not drawn)	17%
O=C1NC(=NC2CCCC2)C2(CCN([S+](=O)([O-])c3cccs3)CC2)N1c1cccnc1	8%[6.33 µM]
CC(C)n1nccc1N(CC(=O)Nc1cccc(Br)c1)S(=O)(=O)c1ccccc1	?
CCc1ccc(C(=O)N2CCN(C(=O)c3nnn4c3COC(c3ccc(C)cc3)C4)CC2)cc1 (stereo not drawn)	13%
CCc1ccc(CNC(=O)c2ccccc2-c2ocnc2C(=O)OC)cc1	-11%
COc1ccccc1CNc1ccccc1C(=O)O	0%
Cc1cc(F)ccc1C(=O)N1C[C@@H](CN2CCCCC2)[C@@H](CO)C1	-2%
CCNS(=O)(=O)c1ccc2c(c1)NC(=O)CO2	?
CC[C@@H](NC(=O)c1cc(S(N)(=O)=O)ccc1C)C1CC(O)C1 (stereo partly drawn)	24%
O=C(NC1CCCc2c1[nH]c1c(Cl)cccc21)c1n[nH]c2c1CCC2 (stereo not drawn)	48%[activator]
O=S(=O)(Nc1nc2ccccc2nc1NCc1ccccc1Cl)c1ccc(F)cc1	0%
O=C(c1ccc(Cl)cc1)N1CCC2(CC1)C(=O)NCN2Cc1ccccc1	-8%[6.33 µM]
O=C(NCCc1noc(C2CC2)n1)NC1CCCC1	13%
CNC(=O)[C@@H]1CN(C(=O)c2ccc3[nH]ccc3c2)C[C@H]1COC	-1%
CN(C(=O)c1ccc2c(c1)NC(C)(COCC1CC1)CO2)c1ccccc1 (stereo not drawn)	0%[176 µM]
COc1cccc(Nc2ncc3nc(C)c(=O)n(-c4ccccc4)c3n2)c1	1%
COc1ccc(C(=O)Nc2ccc([C@H]3OCC(=O)N(Cc4ccc(F)cc4)[C@@H]3CO)cc2)cc1	4%
O=C1CCN(C(=O)[C@@H](Cc2ccccc2)NC(=O)Nc2ccccc2)CCOCCN1	16%
CCOc1ccc(N2CC(NC(=O)C(C)(C)C)CC2=O)cc1 (stereo not drawn)	6%
COCCNc1oc(-c2cccc(Cl)c2)nc1C#N	?
Cc1noc(CSc2nc(C3CC3)nc3ccccc23)n1	3%
c1ccc(-c2cn([C@H]3CO[C@H]4[C@@H]3OC[C@@H]4NCC3CCCCC3)nn2)nc1	10%[176 µM]
Cc1cccc(-c2cc(Nc3ccc(C(=O)N(C)Cc4ccccc4)cc3)ncn2)c1	7%
Cc1c(C)c2ccc(OCC(=O)OCc3ccccc3)c(C)c2oc1=O	4%
O=C(O)c1cccc(-c2ccc(/C=N/O)o2)c1	?
CCn1cc(S(=O)(=O)NCCc2noc(-c3ccncc3)n2)cn1	17%
O=C(Cn1nc2c(cc1=O)CCCC2)NCc1ccccn1	51%[activator]

An excerpt, so the mix of outcomes need not match the whole.
